FEN1 inhibitor: inhibitors of human flap endonuclease 1; Recombinant FEN1 flap cleavage, fluorescence, 15 min; Potency, µM (highest dose often 114 µM), for inactives: top-dose activity change, negative = inhibition, usual class: inhibitors; hit rate 0.35% among 390,000; AID 588795; also: nearly all actives have a fitted effect of over 65% in size
Target sequence (P39748 whole entry, looked up): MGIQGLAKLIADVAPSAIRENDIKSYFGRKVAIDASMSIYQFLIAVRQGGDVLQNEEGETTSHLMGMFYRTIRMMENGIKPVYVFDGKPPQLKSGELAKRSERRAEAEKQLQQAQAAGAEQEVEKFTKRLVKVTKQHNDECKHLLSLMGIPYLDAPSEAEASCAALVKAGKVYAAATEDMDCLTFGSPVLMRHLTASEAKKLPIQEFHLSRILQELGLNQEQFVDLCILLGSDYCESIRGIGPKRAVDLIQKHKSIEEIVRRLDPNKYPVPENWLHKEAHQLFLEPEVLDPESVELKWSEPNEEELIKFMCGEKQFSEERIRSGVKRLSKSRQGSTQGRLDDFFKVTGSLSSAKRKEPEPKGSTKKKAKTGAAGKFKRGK
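Read-out was taken twice, immediately and after 15 min, following addition of 50 nM substrate to 10 nM FEN1 that had sat with test compound for 15 min at room temperature. Curves came from a four-parameter Hill model.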
GCN5L2 inh: blocks human GCN5L2 histone acetyltransferase; Q92830; GCN5L2 HAT assay, ThioGlo1 CoA-SH fluorescence; Potency, µM (doses to about 58.9 µM), without a hit: top-dose activity change, negative = inhibition, actives largely listed as inhibitors; hit rate 0.21% among 390,000
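Compounds, pin-transferred from DMSO stocks, meet 20nM GCN5L2 for 15 min before the reaction begins with H3(1-25) peptide (75uM) and acetyl-CoA (70uM). Thiol-reactive ThioGlo1 reports CoA release over 20 min at room temperature.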
N370S GC mod: N370S glucocerebrosidase modulation, Gaucher chaperone candidate | P04062 | N370S GC spleen homogenate, 4MU-glucoside fluorescence | Potency, µM (doses to about 59.4 µM), without a hit: at the highest dose activity change, negative = inhibition, usual class: inhibitors | hit rate 0.092% among 330,000 | AID 2101;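 also: 0% = full enzyme activity and -100% = no enzyme basal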
An asterisk follows results filed as active; ? = inconclusive; / = no result given; & = joins results of further samples; [ ] = dose if it differs, or a comment. Calls follow the shape of the dose curve; as a rule, active = well fitted curve in the direction sought with a large enough effect; inconclusive = small, poorly fitted or top-dose-only effect, or another doubt; inactive = no such curve, though single readings can be large; an effect the other way counts as inactive or inconclusive. Unless noted, % is scaled to controls: 0 for no effect and ±100 for the full control effect; potency is read from the fitted curve at half-maximal effect. These rows are one share of the data (hit frequency here may not be typical).

SMILES | FEN1 inhibitor | GCN5L2 inh | N370S GC mod
NC(=O)C1CCN(c2ncc(C(F)(F)F)cc2Cl)CC1 | -1% | -10% | -13%
CC(C)n1cc(CNC(=O)C2CCC(=O)N(Cc3ccccc3F)C2)cn1 (stereo not given) | -13% | ? | -1%
O=C(COC(=O)c1cc(=O)[nH]c2ccccc12)NCc1ccccc1 | 14% | -1% | /
N#C/C(=C\c1ccc(O)cc1)C(=O)NCc1ccccc1 | -5% | -11% | -14%
Cc1ccn(-c2cccc(-n3ccc(C)n3)n2)n1 | -3% | 1% | 7%
CCOC(=O)C1=C(C)NC(C)=C(C(=O)OCC)C1C(=O)OCC(=O)NC1CCCCC1 | -1% | -1% | /
NS(=O)(=O)c1cccc(NC(=O)COC(=O)c2cc([N+](=O)[O-])ccc2N2CCCC2)c1 | 11% | -7% | /
O=C(c1ccc2c(c1)CCCC2)N1CCN(c2nc3ccc(F)cc3s2)CC1 | 4% | -8% | /
Cc1ccc(NC(=O)c2ccc3c(c2)NC(=O)c2ccccc2S3)c(Cl)c1 | 5% | -7% | /
CCCOc1ccc(C2=CSC3=NCCN23)cc1 | 4% | 2% | -16%

An excerpt from above in order of count of non-hydrogen atoms, largest number first:
SMILES | FEN1 inhibitor | GCN5L2 inh | N370S GC mod
CCOC(=O)C1=C(C)NC(C)=C(C(=O)OCC)C1C(=O)OCC(=O)NC1CCCCC1 | -1% | -1% | /
O=C(COC(=O)c1cc(=O)[nH]c2ccccc12)NCc1ccccc1 | 14% | -1% | /
Cc1ccn(-c2cccc(-n3ccc(C)n3)n2)n1 | -3% | 1% | 7%

More results
SMILES | FEN1 inhibitor | GCN5L2 inh | N370S GC mod
O=C(CSc1nc2cc(C(=O)NC3CCCC3)ccc2c(=O)n1CC1CCCO1)c1ccc(F)cc1 (stereo not given) | 0% | 2% | /
Cc1cccc(NC(=O)c2c(C)cc(C)nc2SCC(=O)Nc2c(C)cc(C)cc2C)c1 | -4% | -8% | /
CN1C(=O)CC2(CC(=O)N(Cc3ccccc3)C2)C1=O (stereo not given) | -11% | -1% | 0%
Cc1cccc(NC(=O)c2ccc(COc3ccc(Cl)cc3Cl)o2)n1 | 1% | -12% | /
Cc1ccc(NC(=O)N2CCC(NC(=O)c3ccccc3C)CC2)cc1 | -2% | -2% | 4%
Cc1cccc(N2CCN(C(=O)c3cc(S(=O)(=O)N(C)C)ccc3N3CCCC3)CC2)c1C | -5% | -7% | 3%
CC(=O)OC1CC[C@]2(C)C(CC(OC(C)=O)[C@]3(C)C2CC[C@@]2(C)C(c4ccoc4)OC(=O)C4O[C@]432)C1(C)C (stereo not given in full) | / | -10% | 20%
Cc1ccc(C(=O)N2CCN(S(=O)(=O)c3ccccc3)CC2)cc1 | -2% | -5% | -15%
CC(C)(C)NC(=O)[C@H]1CN(Cc2cccnc2)CCN1C[C@@H](O)C[C@@H](Cc1ccccc1)C(=O)N[C@H]1c2ccccc2C[C@H]1O | / | -2% | -2%
CC(OC(=O)CCOc1ccccc1)C(=O)NC1CC1 (stereo not given) | 11% | 0% | 0%
COc1ccc2nc3oc(C(=O)N(C)c4ccc(Cl)cc4)cc3cc2c1 | 9% | 0% | /
CC(O)Cn1c(N2CCCC2)nc2c1c(=O)[nH]c(=O)n2C (stereo not given) | 5% | -18% | 3%
c1cc2c(cc1Oc1nc(N3CCOCC3)nc(N3CCOCC3)n1)OCO2 | -3% | -14% | 14%
CN1CCN(C(=O)c2ccc3c(c2)N(C)C(=O)/C(=C/c2cccc(Cl)c2)S3)CC1 | -12% | -10% | -10%
COc1cc(NC(=O)CN2CCN(C(=O)C3CCCO3)CC2)c(OC)cc1Cl (stereo not given) | 0% | ? | -13%
COc1ccc(CCNc2nc(SCc3ccc(F)cc3)nc3ccccc23)cc1OC | 7% | 0% | /
Cc1nc2ccccc2n1C(=O)N1CCOCC1 | -3% | -2% | 2%
Cc1ccnc(SCc2cc(=O)c(OC(=O)c3ccccc3)co2)n1 | -2% | -3% | 4%
COc1ccc(NC(=O)Cn2c(=O)n(CC3CCCO3)c(=O)c3ccccc32)cc1 (stereo not given) | 0% | -3% | /
CC(=O)N(C)c1ccc(NCc2cc(=O)oc3cc(C)c(O)cc23)cc1 | -14% | 22% | -4%
COC(=O)c1sc(C(C)(C)C)cc1CS(=O)(=O)c1ccccn1 | 15% | 3% | ?
CC(C)N(C(=O)c1nn(C)c2c1CSc1ccccc1-2)C1CCCCC1 | -15% | -16% | -26%
COc1ccc(S(=O)(=O)NC(C)C(=O)NCc2cccnc2)cc1C (stereo not given) | -3% | 1% | -1%
C[C@]1(C(=O)O)C=C[C@@H](Cc2ccccc2)N1C(=O)c1ccccc1 | 1% | 1% | 2%
CC(=NC1CCCCC1)C1=C(O)c2ccccc2C1=O | 2% | -5% | ?
O=C(Nc1ccccc1)c1ccc(-c2ccccc2C(F)(F)F)o1 | -4% | -10% | ?
CCOC(=O)COc1cc(O)c2c(=O)cc(-c3ccccc3)oc2c1 | 1% | -1% | 4%
Cc1ccc(NC(=O)c2nc[nH]c2C(=O)N[C@@H](C)C(=O)OC(C)(C)C)cc1 | 9% | 5% | 14%
CCN(Cc1nc(-c2ccccc2)no1)C(=O)COc1cccc(OC)c1 | 7% | 2% | 18%
CCN[C@@H]1C[C@H](C)S(=O)(=O)c2sc(S(N)(=O)=O)cc21 | / | 5%[21.4 µM] | 25%[21.6 µM]
CCc1ccc(/C=N/NC(=O)c2cc(C)on2)s1 | -2% | -4% | 11%
CN(CC(=O)Nc1ccc(N2CCOCC2)cc1)C(=O)C12CC3CC(CC(C3)C1)C2 | 4% | -5% | 0%
CN1CCN(CC(=O)C23CC4CC(CC(C4)C2)C3)CC1 | 9% | 2% | -17%
CCOC(=O)C1=C(COC(=O)c2ccc([N+](=O)[O-])s2)NC(=O)NC1C (stereo not given) | ? | -10% | /
CC(C)(C)[C@@H]1COC(=O)[C@@H](NC(=O)OCC2c3ccccc3-c3ccccc32)C/C=C\C[C@@H](CC(=O)NCCO)C(=O)N1 | 0% | -5% | /
Cc1nc2cc(S(=O)(=O)N(C)C)ccc2n1-c1ccccc1 | -6% | -3% | 9%
CCC1CCCCN1C(=O)CN1C(=O)CSC1=O (stereo not given) | 32% | 17% | ?
Cc1ccc(S(=O)(=O)/N=C(\Nc2cc(C)on2)c2ccc(Cl)cc2)cc1 | 3% | -1% | -17%
COc1ccccc1C(=O)OCC(=O)NC12CC3CC(CC(C3)C1)C2 | 2% | 2% | ?
CN1c2ccccc2C(=O)C(=C2SCCCS2)S1(=O)=O | 12% | ? | 21%
Cc1ccccc1N/C(SCc1cccc(Br)c1)=C(/C#N)C(N)=O | -4% | -5% | -3%
CC1CC(=O)N(c2ccc(C(C)C)cc2)C(=O)C1 | 26% | -7% | 0%
O=[N+]([O-])c1ccccc1/C=N/Nc1nnc(-c2ccccc2)c(-c2ccccc2)n1 | -2% | 36%[activator] | -5%
O=C(Nc1ccnn1C1CCN(C(=O)c2c(F)cccc2F)CC1)C1CC1 | 1% | -3% | 1%
CCC(C)NC(=O)CCS(=O)(=O)c1ccc(Br)s1 (stereo not given) | 1% | -7% | 18%
Cc1cccc(C)c1NC(=O)C(Cl)=C(Cl)Cl | 54%[activator] | 16% | 0%
COc1nc(-c2ccncc2)nc2ccccc12 | -2% | -6% | 15%
Cc1[nH]n(C)c(=O)c1C(=O)c1c(-c2ccccc2Cl)noc1C | 0% | -1% | 6%
CCOc1cc(/C=C2\N=C(SCC)SC2=O)cc([N+](=O)[O-])c1OC(C)=O | ? | -6% | 15%
COc1cc(-c2c(-c3ccc4c(c3)OCO4)noc2-c2ccsc2)ccc1F | -17%&3% | -7% | 1%

(more compounds)
SMILES | FEN1 inhibitor | GCN5L2 inh | N370S GC mod
O=C(Nc1ccc(CN2CCOCC2)cc1)c1cccc(-c2cc3ccccc3oc2=O)c1 | 14% | -12% | -3%
CCOc1ccc(/C=N/OCC(=O)NCc2ccc3c(c2)OCO3)cc1OC | -14% | -3% | -1%
O=c1c(-c2ccc(Cl)cc2)nc2cnc(N3CCNCC3)nc2n1Cc1cccs1 | / | ? | -26%
COc1ccc(CCn2c(=N)c(C(=O)NCC3CCCO3)cc3c(=O)n4ccccc4nc32)cc1OC (stereo not given) | -3% | -12% | 3%
Cc1cc(C)nc(SCNC(=O)c2ccc(F)cc2)n1 | 0% | -6% | 8%
O=C(NC1CCCC1)c1cc(-c2ccccc2O)on1 | 0% | -6% | -5%
CCCOc1ccc(/C=c2\sc3nc(-c4ccco4)nn3c2=O)cc1OCC | 2% | -1% | 4%
Cc1ccc(-n2c(O)c(C=Nc3cc(C)on3)c3ccccc3c2=O)c(C)c1 | -18% | -17% | 4%
COc1cc2ccccc2cc1C(=O)NC1CCCC1 | -6% | -5% | /
CCc1nnc2n1N=C(c1ccc(OC)cc1)CS2 | -6% | 1% | 1%

Full records, quoted from the list.
Record of CCCOc1ccc(C2=CSC3=NCCN23)cc1 → FEN1 inhibitor: 4%; GCN5L2 inh: 2%; N370S GC mod: -16%
Record of CC(O)Cn1c(N2CCCC2)nc2c1c(=O)[nH]c(=O)n2C (stereo not given) → FEN1 inhibitor: 5%; GCN5L2 inh: -18%; N370S GC mod: 3%
Record of COc1ccc(S(=O)(=O)NC(C)C(=O)NCc2cccnc2)cc1C (stereo not given) → FEN1 inhibitor: -3%; GCN5L2 inh: 1%; N370S GC mod: -1%

More results follow.
SMILES | FEN1 inhibitor | GCN5L2 inh | N370S GC mod
CCCCn1c(=O)c2oc3ccccc3c2n(Cc2ccccc2C)c1=O | -1% | -1% | /
CCCC(=O)n1nc(-c2ccc(OC)cc2)nc1N | -3% | 3% | -7%
CC(=O)c1ccc(S(=O)(=O)NCC(=O)Nc2nc3ccccc3[nH]2)cc1 | 7% | -6% | /
Cc1ccccc1OCC(=O)Nc1ccc(C(=O)Nc2ccccc2C(=O)O)cc1 | -20% | ? | -1%
O=C1C2C(C(=O)N1/N=C/c1cc([N+](=O)[O-])c(O)cc1O)C1C=CC2C12CC2 (stereo not given) | -32% | -3% | -9%
CCCNC(=O)Cn1cnc2sc(C(=O)N3CCN(c4ccc(F)cc4)CC3)c(C)c2c1=O | 5% | -4% | 12%
O=C(NNC(=S)NC1CCCCC1)c1ccc(Cl)s1 | 2% | -5% | 1%
COc1ccc(C)cc1NC(=O)n1ncc2c(C)cccc21 | 15% | -10% | -6%
O=C(NC1CCN(C(=O)Nc2ccc(F)cc2)CC1)c1ccc(F)cc1 | 8% | 2% | -5%
Cc1cccc(N2CCN(Cc3nnc(-c4cccc(Br)c4)o3)CC2)c1C | -19% | -4% | /

Looked up one by one from the list above:
SMILES | FEN1 inhibitor | GCN5L2 inh | N370S GC mod
O=C1C2C(C(=O)N1/N=C/c1cc([N+](=O)[O-])c(O)cc1O)C1C=CC2C12CC2 (stereo not given) | -32% | -3% | -9%
COc1ccc(CCNc2nc(SCc3ccc(F)cc3)nc3ccccc23)cc1OC | 7% | 0% | /

The list goes on.
SMILES | FEN1 inhibitor | GCN5L2 inh | N370S GC mod
CS(=O)(=O)CCC(C(=O)OCC(=O)c1ccc(Cl)cc1)N1C(=O)c2ccccc2C1=O (stereo not given) | -2% | 0% | 3%
O=C(OCCCN=C1NS(=O)(=O)c2ccccc21)c1ccc([N+](=O)[O-])cc1 | -8% | 12% | -3%
[N-]=[N+]=CC(=O)C(c1ccccc1)(c1ccccc1)c1ccccc1 | -18% | -11% | 8%
COc1ccc2nc(SCC(=O)N(C)C3CCCCC3)[nH]c2c1 | -4% | 1% | /
CC(C)Cn1c(SCc2nc3ccccc3c(=O)[nH]2)nc2ccccc2c1=O | -18% | -8% | 5%
Cc1n[nH]c(=S)n(NC(=O)CC(=O)Nn2c(=S)[nH]nc(C)c2=O)c1=O | 15% | -1% | -7%
Cc1ccc(C)c(N2CCN(C(=O)c3cc4c(=O)oc5ccccc5c4s3)CC2)c1 | 19% | -6% | /
CC(OC(=O)CCN=C1NS(=O)(=O)c2ccccc21)C(=O)NCc1ccccc1 (stereo not given) | 3% | -1% | 0%
CC[C@H](C)C(N)c1cn(C(CCCN=C(N)N)C(=O)N2CCNCC2)nn1 (stereo not given in full) | -3% | -6% | -4%
COc1cccc(NC(=O)[C@@H]2CCCN2C(=O)[C@@H]2Cc3ccccc3CN2C(=O)OC(C)(C)C)c1 | 13% | -12% | 4%
COc1ccc(-c2csc(Nc3ccc(C)cn3)n2)cc1 | -22% | ? | 1%
Cc1cc(=O)c2cc(C(=O)Nc3ccc(F)cc3)ccc2[nH]1 | -2% | 1% | /
Cc1cccc(CC(=O)NCC(=O)NCc2cc(=O)n(C)c(=O)n2C)c1 | ? | 2% | -1%
Cc1cccc(-c2nnc(SCC(=O)N3CCCC3)o2)c1 | -13% | -3% | -5%
CCCc1nc2ccccc2c(C(=O)OCC(=O)Nc2cccc(S(=O)(=O)N3CCOCC3)c2)c1CC | -19% | -29% | 0%[12.8 µM]
C=CCc1c(O)c(CC)cc2c(C)cc(=O)oc12 | -7% | ? | ?
COCCOc1cc(COC)nc(-c2cccc(C)c2)n1 | -1% | 7% | 2%
O=c1c2c(nc3cc(-c4ccc(Cl)cc4)[nH]n13)CCS2 | 2% | -3% | 2%
CCOC(=O)c1[nH]c(C)c(CCC(=O)NCc2ccc(OC)cc2)c1C | 2% | -11% | /
